Bioassay records from PubChem BioAssay.
B2AR arrestin – qHTS assay of beta-arrestin-biased ligands of beta2-adrenergic receptor. Beta-2 adrenergic receptor (Homo sapiens), P07550. beta-arrestin recruitment to beta2AR, cell-based reporter. Potency, µM (top dose mostly 46.1 µM), for inactives: at the highest dose activation, usual class: activators. 330,000 compounds, 0.02% hits;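 note: potency is the fitted concentration of half-maximal effect; 0% = DMSO controls and full agonism = EC100 isoproterenol or metaproterenol; nearly all actives have a fitted effect of over 65% in size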
PKM2 act – qHTS Assay for Activators of Human Muscle isoform 2 Pyruvate Kinase | Pyruvate kinase PKM (Homo sapiens), P14618 | AID 1631, 2009 | 260,000 compounds, 0.34% hits | purified PKM2, Kinase-Glo ATP luminescence, activation; response scale: 0% is enzyme alone, no compound | Potency, µM (top dose mostly 57.5 µM), for the others: at the top dose activation, hits mostly activators; note: potency is the fitted concentration of half-maximal effect; nearly all actives have a fitted effect of over 55% in size
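Kinase-Glo luminescence reports ATP generated from ADP (0.1 mM) and PEP (0.5 mM) by purified hPK-M2 after 1 h at room temperature, pH 7.2 imidazole buffer; intermediate enzyme activity allows detecting inhibitors and activators.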
Coupling enz – qHTS Assay for Inhibitors of Fructose-1,6-bisphosphate Aldolase from Giardia Lamblia: Coupling assay counterscreen. coupling enzyme system counterscreen, AmpLite Red fluorescence. activity change, negative = inhibition, % at 58.2 µM, hits read low. 290,000 compounds, 0.67% hits; in the data active = activity change below about -30%
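Coupling enzymes only (glyceraldehyde-3-phosphate) + compound, at 57.5 uM final, 10 min RT; add substrate/coupling/AmpLite Red mix, 20 min RT; fluorescence ex 525/em 598 nm. Actives flag coupling-system interference.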
uPA surface inh – qHTS for Inhibitors of Cell Surface uPA Generation. cell surface uPA generation assay, qHTS. Potency, µM (series often up to 38.3 µM), for inactives: at the top dose activity change, negative = inhibition, hits mostly inhibitors. 330,000 compounds, 0.31% hits. AID 540303, 2011; active = well fitted inhibition curve with a large enough effect; inconclusive = small, poorly fitted or top-dose-only effect; inactive = no such curve, though single readings can be large or run the other way; tested in mouse RAW 264.7 cells; note: potency is the fitted concentration of half-maximal effect; nearly all actives have a fitted effect of over 55% in size
BCR signal inh – qHTS Assay to Find Inhibitors of Chronic Active B-Cell Receptor Signaling; ABC-DLBCL IkBa-CBG/CBR reporter, luminescence ratio, 4 h; Potency, µM (doses to about 46.1 µM), for the others: top-dose ratio change, negative = lower green/red ratio, hits mostly inhibitors; 340,000 compounds, 0.05% hits; active = well fitted inhibition curve with a large enough effect in the signal ratio, with a control signal flat, not every such curve was filed as active; inconclusive = small, poorly fitted or top-dose-only effect, or effect the other way, or a change in a side signal; the % refers to the signal ratio;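 note: potency is the fitted concentration of half-maximal effect; plate controls were basal doxycycline-induced cells for no effect and cells given 10 µM MG132 for full effect; MG132 reads +100%, hits lower the ratio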
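Doxycycline induced both beetle luciferases in TMD8 lymphoma cells; IKK-driven degradation limits the IkappaBalpha-fused green signal, while red luminescence normalises for cell number and nonspecific effects. Compounds tested up to 46 uM, 4 hrs.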
hERG WT inh – qHTS for Inhibitors of KCHN2 3.1: Wildtype qHTS; U2OS, BacMam KCNH2, thallium flux FluxOr; active compounds read low; activity change, % at 1.84 µM; 340,000 compounds, 0.37% hits; AID 720551, 2013;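 active = maximum activity change below -70%; inconclusive = maximum activity change between -70% and -50%; inactive = maximum activity change above -50%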
Target sequence (Q12809 whole entry, looked up): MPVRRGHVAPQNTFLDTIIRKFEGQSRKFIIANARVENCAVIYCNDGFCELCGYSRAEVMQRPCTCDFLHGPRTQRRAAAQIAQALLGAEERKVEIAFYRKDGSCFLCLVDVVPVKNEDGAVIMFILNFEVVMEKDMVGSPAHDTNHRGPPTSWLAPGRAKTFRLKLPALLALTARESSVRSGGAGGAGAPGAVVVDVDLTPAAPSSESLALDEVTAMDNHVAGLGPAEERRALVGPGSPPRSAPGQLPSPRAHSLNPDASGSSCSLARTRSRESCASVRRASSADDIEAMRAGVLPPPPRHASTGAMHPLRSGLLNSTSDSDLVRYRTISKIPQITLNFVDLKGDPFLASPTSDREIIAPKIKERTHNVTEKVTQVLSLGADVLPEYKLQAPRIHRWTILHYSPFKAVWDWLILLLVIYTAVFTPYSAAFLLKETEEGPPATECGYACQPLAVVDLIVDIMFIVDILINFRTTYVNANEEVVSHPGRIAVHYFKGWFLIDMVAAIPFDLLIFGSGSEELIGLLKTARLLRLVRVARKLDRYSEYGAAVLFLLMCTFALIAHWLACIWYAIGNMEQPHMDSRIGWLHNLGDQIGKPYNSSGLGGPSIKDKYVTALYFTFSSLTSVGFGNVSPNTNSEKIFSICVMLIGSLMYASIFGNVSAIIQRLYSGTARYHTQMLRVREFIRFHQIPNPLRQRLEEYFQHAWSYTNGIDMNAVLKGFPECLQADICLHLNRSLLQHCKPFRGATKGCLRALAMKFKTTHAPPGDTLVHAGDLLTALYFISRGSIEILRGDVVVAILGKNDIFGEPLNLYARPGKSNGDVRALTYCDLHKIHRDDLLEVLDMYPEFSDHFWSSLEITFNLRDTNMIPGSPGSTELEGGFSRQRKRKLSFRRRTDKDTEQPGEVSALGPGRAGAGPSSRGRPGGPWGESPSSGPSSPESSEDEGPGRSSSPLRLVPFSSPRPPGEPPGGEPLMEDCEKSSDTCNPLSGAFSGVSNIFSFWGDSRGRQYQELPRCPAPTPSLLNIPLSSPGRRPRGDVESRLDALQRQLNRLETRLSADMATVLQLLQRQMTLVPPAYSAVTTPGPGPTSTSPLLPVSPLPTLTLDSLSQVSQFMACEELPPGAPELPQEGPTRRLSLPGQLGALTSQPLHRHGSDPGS
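U2OS cells transduced with wild-type KCNH2 virus are loaded with FluxOr dye for 45 min, and thallium flux is measured in kinetic reads before and after stimulation buffer. Rate constants are normalized to DMSO controls.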
Eya2 phos inh – qHTS Assay for Inhibitors of the Phosphatase Activity of Eya2. Potency, µM (series often up to 76.9 µM), for inactives: top-dose activity, negative = inhibition, hits mostly inhibitors. 330,000 compounds, 0.006% hits. AID 488837, 2010. Protein phosphatase EYA2 (Homo sapiens), O00167. recombinant Eya2, OMFP fluorescence dephosphorylation (OMFP is methylfluorescein phosphate); note: potency is the fitted concentration of half-maximal effect
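Eya2 protein (added as 0.2 uM solution) was preincubated with compound for 10 min at ambient temperature in 50 mM HEPES pH 7.5, 50 mM NaCl, 5 uM MgCl2, 0.05% BSA, 1 mM DTT. OMFP (added at 50 uM) then reacted 10 min; fluorescence read at 485/525 nm.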
GALK inhibitor – qHTS Assay for Inhibitors of Human Galactokinase (GALK). 270,000 compounds, 0.007% hits. Purified GALK, Kinase-Glo residual ATP luminescence. Potency, µM (highest dose often 57.5 µM), for the others: at the top dose activity change, negative = inhibition, most hits filed as inhibitors; note: potency is the fitted concentration of half-maximal effect
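Kinase-Glo Plus luminescence measured ATP left after a 1 h room-temperature reaction. The reaction used 5 nM GALK, 100 uM galactose and 35 uM ATP at pH 8.0 (20 mM HEPES, 5 mM MgCl2, 60 mM NaCl, 1 mM DTT, 0.01% BSA).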
USP2a block – qHTS Assay for Inhibitors of Ubiquitin-specific Protease USP2a Using CHOP2 as the Reporter; USP2 core, Ub-CHOP2 coupled fluorogenic reporter, 485/531; Potency, µM (titrated, usually from 38.3 µM), for inactives: at the highest dose activity change, negative = inhibition, most hits filed as inhibitors; 330,000 compounds, 0.01% hits; AID 463254, 2010;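 note: potency is the fitted concentration of half-maximal effect; plate controls were DMSO wells for no effect and full inhibition by NEM control for full effect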
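Deubiquitinase activity read as fluorescence (485/531 nm) after Ub-CHOP2 cleavage activates the enterokinase reporter on its substrate; USP2 core 10nM, Ub-CHOP2 and substrate 25nM each, 30min compound preincubation then 60min RT; data normalized to NEM, curves fitted.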
KCNH2 3.1 inh – qHTS for Inhibitors of KCHN2 3.1: Mutant qHTS | Potassium voltage-gated channel subfamily H member 2, brain isoform KCNH2 3.1 (human) | U2OS KCNH2 3.1, thallium flux FluxOr; active compounds read low | activity change, % (tested at about 1.8 µM) | 340,000 compounds, 0.95% hits | AID 720553, 2013;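 active = maximum activity change below -70%; inconclusive = maximum activity change from -70% to -50%; inactive = maximum activity change above -50%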;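 note: thallium influx rate constant from kinetic fluorescence after stimulation buffer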
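Normalized rate constant (relative to positive and negative DMSO controls) derived from a 2 min kinetic fluorescence read after stimulation; U2OS cells expressing the 3.1 isoform via virus at 1.77 x 10^8 /mL.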
Giardia killer – Small Molecules that selectively kill Giardia lamblia: qHTS; activity change, % at 7.66 µM, hits read low; AID 540267, 2011; 340,000 compounds, 0.15% hits; Giardia lamblia trophozoite viability; in the data active = activity change below about -80%; inconclusive = between about -30% and that limit;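 note: parasites exposed to compound for two days anaerobically before the ATP read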
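Media and compound were dispensed first, then trophozoites at 100 cells/well; plates sat 48 hrs at 37 deg C without oxygen before ATP luminescence reagent was added and read after 15-30 min at room temperature.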
An asterisk follows results filed as active; ? = inconclusive; / = not tested or not shown; [ ] = dose if it differs, or a comment. Unless noted, calls come from the whole dose curve; as a rule, active = well fitted curve in the direction sought with a large enough effect; inconclusive = small, poorly fitted or top-dose-only effect, or another doubt; inactive = no such curve, though single readings can be large; an effect the other way counts as inactive or inconclusive. Unless noted, % is set by controls: 0 for no effect and ±100 for the full control effect.

Every second line gives: B2AR arrestin	PKM2 act	Coupling enz	uPA surface inh	BCR signal inh	hERG WT inh	Eya2 phos inh	GALK inhibitor	USP2a block	KCNH2 3.1 inh	Giardia killer
Cc1ccc2nc(-c3ccc(NC(=O)CN4C(=O)c5ccccc5C4=O)cc3)sc2c1
  2.8%	-1%	-2	-6%	?	-1	-14%	1%	-5%	-5	-2
Cc1ccc(C)c(N2CCN(S(=O)(=O)c3ccc4c(c3)C(C)(C)C(=O)N4C)CC2)c1
  0.1%	23%	1	4%	?	0	-4%	/	2%	-2	22
CC(C)OCC(O)CN1CCC(Cc2ccccc2)CC1 (stereo unspecified)
  0.2%	7%[0.46 µM]	-1	5%	0%	33	?	5%	-2%	2	4
Cc1ccc(C)c(N(C)S(=O)(=O)c2ccc3c(c2)oc(=O)n3C)c1
  0.5%	/	0	5%	6%	-8	-3%	0%	-5%	-1	11
COCCNc1nnc(SCC(=O)c2ccc3c(c2)OCO3)s1
  0.2%	-22%	2	2%	-2%	-1	18%	1%	-2%	2	-4
CC(=O)c1cccc(NC(=O)c2cc(-c3ccncc3)nc3ccccc23)c1
  0.1%	/	/	-24%	-6%	8	12%	/	3%	3	24
Cc1nnc(SCC(=O)Nc2nnc(SCc3cccc(Br)c3)s2)s1
  0.3%	3%	9	1%	0%	11	-11%	1%	5%	-7	-2
N=C1/C(=C/c2ccc(OC(=O)c3ccco3)cc2)C(=O)N=C2SC=CN12
  -0.3%	-2%	-2	1%	6%	9	1%	0%	1%	4	7
O=C1OC[C@@H]2CCCN2C(=O)[C@@H](CC(=O)N(CCO)Cc2ccccc2)C/C=C\CC[C@H]1Cc1ccc(F)cc1
  0.2%	/	/	4%	?	6	-20%	/	-8%	-5	?
COc1ccc(CNC(=O)c2cc(-c3cc(C)cc(C)c3O)n[nH]2)cc1
  0.1%	0%	-1	-15%	?	-9	-10%	-4%	0%	-1	-20

Four compounds already listed, sorted by their value in GALK inhibitor, descending.
SMILES,GALK inhibitor
CC(C)OCC(O)CN1CCC(Cc2ccccc2)CC1 (stereo unspecified),5%
Cc1ccc2nc(-c3ccc(NC(=O)CN4C(=O)c5ccccc5C4=O)cc3)sc2c1,1%
Cc1ccc(C)c(N(C)S(=O)(=O)c2ccc3c(c2)oc(=O)n3C)c1,0%
COc1ccc(CNC(=O)c2cc(-c3cc(C)cc(C)c3O)n[nH]2)cc1,-4%

(cont.)
Every second line gives: B2AR arrestin	PKM2 act	Coupling enz	uPA surface inh	BCR signal inh	hERG WT inh	Eya2 phos inh	GALK inhibitor	USP2a block	KCNH2 3.1 inh	Giardia killer
CC1CC(=O)C2=C(C1)OC(N)=C(C#N)C2c1coc2ccccc2c1=O (stereo unspecified)
  -0.5%	1%	1	-5%	5%	-5	-13%	-1%	-3%	11	14
Cc1cc(Cl)ccc1OCc1n[nH]c(=S)n1C1CCCCC1
  0.0%	-14%	1	2%	10%	/	-3%	2%	-3%	/	-5
CC1CCCCC12NC(=O)N(CC(=O)N1CCc3ccccc3C1)C2=O (stereo unspecified)
  -0.5%	/	/	3%	-7%	-6	11%	/	0%	11	-17
CSCCC(NS(=O)(=O)/C=C/c1ccccc1)C(=O)N1CCC(C)CC1 (stereo unspecified)
  0.0%	0%	5	1%	1%	-1	3%	3%	4%	-3	8
CC1CCN(S(=O)(=O)c2cccc(-c3csc(-c4cccnc4)n3)c2)CC1
  0.1%	0%	1	5%	?	-4	-17%	-1%	-10%	-2	7
CCOC(=O)N1CCN(C(=O)c2n[nH]c(=O)c3ccccc23)CC1
  0.0%	-3%	-2	-1%	-1%	3	-3%	2%	3%	-7	-2
Cc1ccc(S(=O)(=O)N2CC(O)CC2C(=O)OCc2nc3sc(C)c(C)c3c(=O)[nH]2)cc1 (stereo unspecified)
  -0.7%	1%	0	0%	4%	0	0%	1%	3%	-6	3
CC(=O)NC1CC(C)(C)N(OC(C)=O)C(C)(C)C1
  0.0%	2%	1	2%	1%	2	-13%	-4%	1%	-6	3
O=C(NN=C1c2ccccc2-c2ccccc21)c1cccc(Br)c1
  -0.2%	-1%	1	3%	?	-5	-3%	3%	1%	-12	15
CC1CN(c2ccnc3cc(Cl)ccc23)CC(C)O1 (stereo unspecified)
  -1.5%	-11%	-1	-13%	-22%	6	-2%	0%	-1%	-10	6
O=C(CSc1nc2c(c(=O)n1-c1ccccc1)SCC2)N1CCN(c2ccccc2)CC1
  -1.0%	14%	1	10%	7%	-8	-3%	-1%	2%	9	-1
COc1ccc(Cl)cc1NC(=O)NC1CCCCC1
  -0.3%	3%	-5	9%	?	-16	5%	3%	-1%	-11	-9
CCCNC(=O)CSc1nc2[nH]ncc2c(=O)[nH]1
  -0.3%	-6%	1	10%	-4%	/	-1%	7%	3%	3	-6
CCOC(=O)c1[nH]cnc1C(=O)Nc1cccc(N)n1
  0.1%	5%	0	1%	22%	-7	-14%	-4%	-3%	-7	-11
CCOC(=O)/C(=C\c1c[nH]c2ccccc12)NC(C)=O
  4.5%	-8%	-10	-1%	20%	-3	5%	-2%	4%	21	-2
COC(=O)C1=C(C)NC(=S)NC1c1ccc(-c2cccc(Cl)c2)o1 (stereo unspecified)
  3.9%	-5%	4	10%	-4%	-5	-16%	4%	-13%	7	8
Cn1cccc1/C=N/NC(=O)c1cccs1
  0.3%	/	/	4%	?	-26	-2%	-1%	1%	6	-17
Cc1cccc(-n2ccc(=O)c(C(=O)Nc3ccc(S(=O)(=O)N4CCOCC4)cc3)n2)c1
  -0.1%	/	/	-10%	-3%	9	15%	-1%	0%	-3	-3
CC(Sc1ccccc1)C(=O)NN=C1CCN(C)CC1 (stereo unspecified)
  0.0%	1%	-1	2%	-4%	7	2%	16%	1%	2	13
Cc1noc(C)c1NC(=O)N(C)C[C@@H]1Oc2c(NC(=O)c3ccncc3)cccc2C(=O)N([C@H](C)CO)C[C@@H]1C
  0.2%	/	/	8%	1%	33	-9%	/	3%	-4	-28
CC(=O)C[C@@H](O)CC(=O)[C@@H]1OC(=O)[C@@H](C)C/C=C\Cc2ccccc21
  0.1%	/	/	-6%	1%	-20	-4%	/	0%	-25	-3
N#C/C(=C\c1ccc(OC(F)F)cc1)C(=O)N1CCCCC1
  -0.3%	7%	-4	-5%	-1%	9	7%	-5%	1%	15	-10
CC(=O)Nc1ccc(NC(=O)COc2ccc(Cl)cc2Cl)cc1
  -0.8%	/	-1	-5%	?	15	1%	-1%	1%	10	3
Cc1ccc(S(=O)(=O)N(C)CC(=O)OCC(=O)c2ccc3c(c2)NC(=O)CO3)cc1
  -0.1%	/	/	0%	?	7	1%	/	2%	-22	-11
O=C(/C=C/c1ccc(F)cc1)N1CC[C@@]2(O)CCCC[C@H]2C1
  -1.0%	0%	4	0%	4%	7	-9%	-2%	3%	-6	-5

Exported in CSV form: part of the list above.
SMILES,B2AR arrestin,PKM2 act,Coupling enz,uPA surface inh,BCR signal inh,hERG WT inh,Eya2 phos inh,GALK inhibitor,USP2a block,KCNH2 3.1 inh,Giardia killer
CC1CN(c2ccnc3cc(Cl)ccc23)CC(C)O1 (stereo unspecified),-1.5%,-11%,-1,-13%,-22%,6,-2%,0%,-1%,-10,6
O=C(CSc1nc2c(c(=O)n1-c1ccccc1)SCC2)N1CCN(c2ccccc2)CC1,-1.0%,14%,1,10%,7%,-8,-3%,-1%,2%,9,-1
